Screening results deposited in PubChem by several laboratories.
RAM inhibit: inhibitors of the yeast RAM network, primary screen, dse1pr::URA3 reporter, 5-FOA selection | S. cerevisiae dse1pr::URA3 reporter, 5-FOA growth OD615, 2 d; analog-sensitive cbk1-as2 kinase mutant strain | inhibition, % at 50 µM | hit rate 1.8% among 190,000 | AID 868, 2007;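 active = inhibition above a set limit, 3 SD over mean compound inhibition, cut at about 8.4% in these data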;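 note: 0% = DMSO-only wells with no growth and 100% = 10 µM 1-NA-PP1 full growth; inhibition rescues growth on 5-FOA so higher OD means more RAM inhibition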
STAT3 activator: IL-6 driven STAT3 reporter potentiators, primary screen, U3A cells, luciferase, luminescence, MLSCN library; activation (% of control), % at 5.6 µM; hit rate 0.91% among 190,000; AID 871, 2007; IL-6 STAT3-luciferase reporter; 100% = signal with IL-6 EC80 alone;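 active = activation above the screen-wide mean of compound activation plus 3 SD, cut at about 130% in these data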;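 note: 0% = background luminescence of wells with medium and substrate only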
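system = STAT3-luciferase reporter U3A cells | reagent = IL-6 stimulus at 33 ng/mL final | timing = 1 h compound pre-exposure, 6 h IL-6 stimulation, 37 °C | measured by = luminescence | evaluation = % activation versus median of IL-6-stimulated wells | control set = IL-6-only wells as 100% reference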
APP 5'UTR act: activators of APP 5'UTR luciferase reporter, primary screen, SH-SY5Y cells | SH-SY5Y APP 5'UTR luciferase reporter, luminescence; zero percent = DMSO vehicle wells | activation, % at 2 µM | hit rate 1% among 190,000 | AID 1276, 2008;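 active = activation above a set limit, based on mean plus 3 SD of controls, cut at about 140% in these data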; note: values of inactives mirror those of a sister screen read the other way
STAT3 inh: IL-6 driven STAT3 reporter inhibitors, primary screen, U3A cells, luciferase, luminescence, MLSCN library; inhibition, % at 5.5 µM; IL-6 STAT3-luciferase reporter; host cell line lacks STAT1; hit rate 0.89% among 190,000;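 active = inhibition above the mean inhibition across all screened compounds plus 3 SD, cut at about 44% in these data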;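 note: 0% = DMSO only wells and 100% = 100 µM nifuroxazide control wells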
STAT1 inh: STAT1 signaling inhibitors, primary screen, cell-based, HTS, luciferase reporter | NIH 3T3 STAT1-luciferase reporter, IFN-gamma, luminescence | inhibition, % at 5.5 µM | hit rate 0.35% among 200,000 | AID 920, 2007;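 active = inhibition above a set limit, the mean inhibition across all tested compounds plus 3 SD, cut at about 34% in these data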;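 note: 0% = IFN-gamma with DMSO and 100% = IFN-gamma with 300 µM nifuroxazide; values of inactives mirror those of a sister screen read the other way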
APP 5UTR inh: inhibitors of APP translation via 5'UTR reporter, primary screen, APP 5'UTR luciferase, SH-SY5Y cells. inhibition, % at 2 µM. hit rate 0.82% among 190,000. AID 1285, 2008. SH-SY5Y APP 5'UTR-luciferase reporter, luminescence;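 active = inhibition above a set limit, derived from the sample mean plus 3 SD, cut at about 45% in these data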; note: values of inactives mirror those of a sister screen read the other way
FLuc inh counter: firefly luciferase enzyme inhibitors, primary screen, artefact control for luciferase-based inhibitor screens, biochemical, luminescence, ATPLite; inhibition, % at 10 µM; hit rate 1.5% among 200,000; 10 min;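 active = inhibition above about 50% when tested at 10 µM, limit read from the data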
Target sequence (P08659 whole entry, looked up): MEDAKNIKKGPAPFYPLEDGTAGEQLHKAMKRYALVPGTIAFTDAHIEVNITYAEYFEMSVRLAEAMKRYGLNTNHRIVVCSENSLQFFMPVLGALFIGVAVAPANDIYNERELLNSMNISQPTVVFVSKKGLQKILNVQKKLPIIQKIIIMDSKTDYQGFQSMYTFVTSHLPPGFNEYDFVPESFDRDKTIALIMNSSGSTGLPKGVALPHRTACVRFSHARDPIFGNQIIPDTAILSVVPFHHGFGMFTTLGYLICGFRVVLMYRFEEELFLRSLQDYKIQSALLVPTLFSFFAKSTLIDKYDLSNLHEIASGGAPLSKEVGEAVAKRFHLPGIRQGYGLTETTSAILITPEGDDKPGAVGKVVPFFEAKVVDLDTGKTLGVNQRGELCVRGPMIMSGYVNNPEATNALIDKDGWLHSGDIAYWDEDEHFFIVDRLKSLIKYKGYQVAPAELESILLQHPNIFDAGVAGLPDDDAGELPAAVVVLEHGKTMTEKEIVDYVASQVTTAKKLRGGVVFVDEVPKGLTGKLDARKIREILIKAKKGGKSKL
Hsp70 act: Hsp70 transcriptional activators, primary screen, cell-based, HeLa, Hsp70 promoter luciferase, luminescence, 10 µM; hit rate 0.04% among 200,000; HeLa Hsp70 promoter luciferase reporter; scaled: vehicle 0, proteasome-inhibitor control 100%; activation, % at 10 µM;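 active = activation above the mean across all tested compounds plus 3 SD, cutoff set per campaign, cut at about 5.5% in these data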;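 note: 100% = MG132 at 30 µM as the positive control and 0% = DMSO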
STAT1 activator: STAT1 signaling activators, primary screen, cell-based, HTS, luciferase reporter; AID 932, 2007; activation (% of control), % at 5.5 µM; NIH 3T3 STAT1-luciferase reporter, IFN-gamma, luminescence; 100% = IFN-gamma alone, no compound; hit rate 2.6% among 200,000;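 active = activation above the screen-wide mean activation plus 3 SD, cut at about 130% in these data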;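 note: raw ratio to IFN-gamma control signal so 100% means no change and 0% no light; values of inactives mirror those of a sister screen read the other way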
NF-kB expr up: activators of NF-kB expression in neurons, primary screen, cell-based, HTS; human neuronal cells, NF-kB reporter expression; stronger effect = higher value; fold change at 12.5 µM; hit rate 1.6% among 190,000; AID 1239, 2008; in the data active = fold change above about 3.3
Active calls of the source: *; . = no result given.

SMILES	RAM inhibit	STAT3 activator	APP 5'UTR act	STAT3 inh	STAT1 inh	APP 5UTR inh	FLuc inh counter	Hsp70 act	STAT1 activator	NF-kB expr up
CCOC(=O)N/N=C(\C)c1ccc(C)o1	3.5	96	-20	10	-2	20	-1	-0.3	102	1.1
CCOC(=O)c1sc(NC(=O)Cn2nnc3sc4c(c3c2=O)CCCC4)nc1C	4.0	95	-20	15	-2	20	-3	-0.2	102	1.2
CCN(CC)S(=O)(=O)c1ccc(N/N=C/c2cc(OC)c(OC)cc2OC)nc1	6.0	98	-13	5	16	13	-5	-0.1	86	1.1
Cc1nc2c(C(=O)NCc3ccco3)cnn2c(C)c1Cc1ccc(F)cc1Cl	2.8	106	10	-2	-2	-10	-10	0.1	102	1
Cc1cc2nc(SCCOC(=O)Nc3ccc(Cl)cc3)nc(C)c2cc1C	0.3	90	-6	21	4	6	2	-0.4	96	0.96
Cc1nc(N2CCOCC2)nc(N2CCCC2)c1[N+](=O)[O-]	1.2	99	12	6	8	-12	-4	-0.2	93	1.2
Cc1ccc(-c2nn3c(-c4ccco4)nnc3c3ccccc23)cc1S(=O)(=O)NCC1CCCO1 (stereo not drawn)	4.4	97	4	8	2	-4	-6	-0.1	98	0.87
COc1nc(OC)nc(N(C)CCO)n1	0.5	100	4	6	-7	-4	-2	-0.5	107	1.1
CCOc1ccc2c(c1)C(N(CCN1CCOCC1)C(=O)Nc1ccccc1)CC(C)(C)O2 (stereo not drawn)	0.9	97	20	6	0	-20	-7	-0.1	99	0.97
Cc1nc2ccc(NC(=O)C3CCN(S(=O)(=O)c4cccs4)CC3)cc2s1	0.3	124	15	-22	0	-15	-8	-0.3	100	0.64
O=C(COc1ccc(Cl)cc1Cl)Nc1ccccn1	2.0	8	-1	111*	89*	1	97*	-0.7	20	0.97
Cc1ccccc1C(=O)NNC(=O)CN1C(=O)c2ccccc2C1=O	2.3	102	-6	0	-1	6	2	-0.4	101	1.1
CC(C)(C)c1ccc(C(=O)OCC(=O)Nc2sc3c(c2C#N)CCC3)cc1	6.5	110	14	-7	-8	-14	0	-0.4	108	1.2
NC(=O)c1sc2nc3c(c(-c4cccnc4)c2c1N)CCC3	-0.8	96	-23	8	3	23	-6	-0.5	91	1.4
C=CCn1c(C)cc(C(=O)CN2C(=O)NC3(CCCc4ccccc43)C2=O)c1C (stereo not drawn)	0.1	97	13	9	-1	-13	4	-0.4	101	1.2
CCCNC(=O)OC[C@H]1O[C@H](CCO/N=C/C[C@@H]2C=C[C@H](OC(C)=O)[C@@H](COC(C)=O)O2)C=C[C@@H]1Oc1ccc(OC)cc1	1.2	97	2	0	12	-2	-8	-0.1	89	0.42
CC1C/C(=N\NC(=O)c2ccc(NS(=O)(=O)c3ccc(Br)cc3)cc2)CC(C)(C)C1 (stereo not drawn)	-0.1	109	-11	-1	-29	11	-7	0.1	127	0.99
O=C1CN=C(Nc2ccccc2Cl)N1c1ccccc1	1.5	92	-16	14	2	16	1	-0.1	98	1.1
CC(=O)c1c(C)[nH]c(C(=O)OCC(=O)Nc2cc(S(=O)(=O)N3CCCC3)ccc2Cl)c1C	4.1	67	-4	40	16	4	1	-0.3	85	0.4
COc1ccc(-c2c(C)n([O-])c3c([n+]2=O)CCCC3)c(OC)c1	3.9	102	22	1	5	-22	-5	-0.1	96	1.2
CCOC(=O)c1c(NC(=O)C2C3C=CC(CC3)C2C(=O)O)sc(C)c1C (stereo not drawn)	2.9	100	14	1	1	-14	-4	-0.4	99	0.8
Cc1sc(NC(=O)Cn2cnnn2)nc1-c1ccc(Cl)cc1	1.7	86	25	19	-9	-25	1	-0.1	108	1.3
O=C1c2ccccc2NC(c2ccc(Cl)cc2Cl)N1Cc1ccccc1 (stereo not drawn)	1.2	101	1	6	-7	0	-2	0.1	106	0.81
Cc1ccc(S(=O)(=O)Cn2nnnc2C(c2ccccn2)N2CCN(c3ccccc3)CC2)cc1 (stereo not drawn)	-0.6	109	6	-6	-4	-6	-4	-0.3	104	1.2
CC(C)(C)c1ccc(C(=O)c2c[nH]c(C(=O)NCCc3ccccn3)c2)cc1	7.8	111	11	-6	-14	-11	1	-0.3	112	0.98

(listing goes on)
SMILES	RAM inhibit	STAT3 activator	APP 5'UTR act	STAT3 inh	STAT1 inh	APP 5UTR inh	FLuc inh counter	Hsp70 act	STAT1 activator	NF-kB expr up
CCOc1ccc(/C=C2\SC(=S)N(CC(=O)N(CCO)C(C)(C)C)C2=O)cc1	8.2	98	-4	8	2	4	2	-0.3	98	.
CCOC(=O)Cc1csc(NC(=O)CCN2C(=O)c3ccccc3C2=O)n1	0.3	100	2	6	3	-2	-6	-0.3	97	1.2
COC(=O)CN1C(=O)Nc2ccc(Br)cc2C1c1ccccc1 (stereo not drawn)	1.2	101	-3	2	-2	3	0	0.4	102	1
O=C(c1cccc(Br)c1)N1CCN(S(=O)(=O)N2CCOCC2)CC1	1.9	107	-7	-6	0	7	0	-0.2	99	1.1
O=C1CCCC2=C1C1c3ccccc3C(=O)N1c1ccc(C(=O)c3ccccc3)cc1N2 (stereo not drawn)	2.8	95	9	9	9	-9	-4	-0.3	97	0.59
Cc1ccc(S(=O)(=O)NNC(=O)c2cccs2)c(C)c1	0.5	98	-5	11	1	5	-2	0.2	99	1.1
CC1CN(c2nc3ccccc3cc2-c2ccccc2)CC(C)O1 (stereo not drawn)	0.7	100	18	2	0	-18	0	-0.3	99	0.97
Cc1ccc(NC(=O)CN(C)CC(=O)Nc2ccc(N3CCOCC3)cc2)c([N+](=O)[O-])c1	4.9	99	18	-1	8	-18	2	-0.6	93	1.1
COc1cccc(CC(NC(C)=O)C(=O)NC2CCN(S(=O)(=O)c3ccc(NC(C)=O)cc3)CC2)c1 (stereo not drawn)	-0.6	104	0	-3	-5	0	-6	-0.2	103	1.1
O=C(COc1ccc(Cl)cc1Cl)NCCCCc1ccccc1	1.2	106	-6	-7	10	6	-9	-0.4	91	1.2
O=C(Nc1ccc2[nH]c(=O)[nH]c2c1)c1ccc(Cl)c(Cl)c1	2.2	97	5	8	-7	-5	1	0.0	103	1.1
O=C(NC(=S)Nc1ccc(S(=O)(=O)NC2CCCCC2)cc1)c1cccs1	4.1	88	12	10	0	-12	-2	-0.2	100	0.66
Nc1cc[n+](CC(=O)c2ccc3c(c2)OCCO3)cc1	-0.1	94	18	7	5	-18	6	-0.4	95	0.77
Cc1nc(CCNC(=O)Cc2ccc(F)cc2)cs1	1.9	95	4	14	9	-4	-8	-0.1	92	1.6
O=C(/C=C/c1ccc(Cl)cc1)N1CCN(c2ccccn2)CC1	0.8	95	-12	11	5	12	10	-0.3	95	0.89
CC(C)NC(=O)C1CCN(C(=O)c2cc3sccc3n2Cc2ccc(F)cc2)CC1	3.6	79	-2	28	14	2	0	-0.4	87	0.98
CC(=O)Nc1ccc(NC(=O)C2(C)CC2(Cl)Cl)cc1 (stereo not drawn)	2.9	100	9	3	-9	-9	1	-0.1	107	1.3
O=C(O)c1ccc(-c2nc(-c3ccccc3Cl)cs2)cc1	2.1	119	52	-14	-39	-52	0	0.2	134*	1.8
CN(CC(=O)Nc1ccccc1Cl)C(=O)CSc1ncc(C(F)(F)F)cc1Cl	3.6	98	-4	5	0	4	-1	-0.3	100	0.97
CCCCCSc1nnc2c(n1)OC(c1cccn1C)N(C(C)=O)c1ccccc1-2 (stereo not drawn)	1.4	93	6	12	3	-6	-4	0.0	97	0.92
COC(=O)c1sc(NC(=O)CSc2nnc(C(C)C)n2C)nc1C	3.0	86	-5	20	8	5	0	0.0	93	0.95
O=C(c1c(F)cccc1F)N1CCN(c2ccccc2F)CC1	0.9	100	9	3	-6	-9	-3	-0.2	105	0.96
COc1ccc(N(CC(=O)NCc2ccco2)S(=O)(=O)c2ccc(OC)c(OC)c2)cc1	0.7	106	1	-1	-3	-1	-7	-0.4	104	1.2
CCOC(=O)c1cccnc1SC(CC)C(=O)N1CCOCC1 (stereo not drawn)	1.9	102	3	0	3	-4	-8	0.0	97	1.1
CN(CC(=O)NCCc1ccccc1)S(=O)(=O)c1ccccc1	0.7	109	5	-6	-4	-5	-5	0.2	101	0.91

Pulled by structure from the entries so far (two):
SMILES	RAM inhibit	STAT3 activator	APP 5'UTR act	STAT3 inh	STAT1 inh	APP 5UTR inh	FLuc inh counter	Hsp70 act	STAT1 activator	NF-kB expr up
O=C(/C=C/c1ccc(Cl)cc1)N1CCN(c2ccccn2)CC1	0.8	95	-12	11	5	12	10	-0.3	95	0.89
COC(=O)c1sc(NC(=O)CSc2nnc(C(C)C)n2C)nc1C	3.0	86	-5	20	8	5	0	0.0	93	0.95

Next part
SMILES	RAM inhibit	STAT3 activator	APP 5'UTR act	STAT3 inh	STAT1 inh	APP 5UTR inh	FLuc inh counter	Hsp70 act	STAT1 activator	NF-kB expr up
CCOc1cccc(/C=N/Nc2ccc(S(=O)(=O)N(CC)CC)cn2)c1O	2.0	97	-83	1	-3	83*	-2	-0.5	105	1.6
O=C(CSC1=NCCN1)Nc1cccc(C(F)(F)F)c1	0.8	106	-2	-8	-44	2	-2	0.2	142*	1.2
C[C@H](NC(=O)OC(C)(C)C)c1nnc(SCC(=O)c2ccc(Cl)cc2)o1	-0.3	93	4	19	8	-4	-4	0.2	92	1.1
CC(=O)Oc1c2occc2cc2ccc(=O)oc12	1.1	101	2	4	-4	-2	2	0.0	104	0.92
O=C1CCCc2nn(-c3ccccc3)nc21	0.9	94	14	11	-15	-14	2	1.4	113	1.3
O=[N+]([O-])c1ccc(C[n+]2cccc3ccccc32)cc1	-0.2	102	20	-1	-5	-20	-2	-0.3	102	1.1
CC(C)=CCN1CCN(Cc2cccc3nonc23)CC1CCO (stereo not drawn)	0.0	111	12	0	7	-12	-7	0.0	93	1.7
O=C(CSc1nnc(-c2ccc(F)cc2)c2ccccc12)Nc1ccccc1	1.9	107	-1	-7	-1	1	-4	-0.3	100	1.1
O=C1CC(NNc2ccccc2)C(=O)N1c1cccc(Cl)c1 (stereo not drawn)	-0.3	95	-13	12	-2	13	-6	-0.3	102	1.1
Cc1ccc(O)c(C(CC(=O)NCc2ccco2)c2ccccc2)c1 (stereo not drawn)	2.5	96	-5	7	10	5	-6	-0.5	89	0.94
C=CCNc1nc2c(c(=O)[nH]c(=O)n2C)n1Cc1cccc(C)c1	0.3	103	7	5	7	-7	2	-0.1	93	1.1

As entered above:
`Cc1ccc(O)c(C(CC(=O)NCc2ccco2)c2ccccc2)c1` (stereo not drawn) | FLuc inh counter: -6
`O=C1CCCc2nn(-c3ccccc3)nc21` | APP 5'UTR act: 14
`C=CCNc1nc2c(c(=O)[nH]c(=O)n2C)n1Cc1cccc(C)c1` | Hsp70 act: -0.1
`O=C1CC(NNc2ccccc2)C(=O)N1c1cccc(Cl)c1` (stereo not drawn) | NF-kB expr up: 1.1
